LMNA splice mod: qHTS Assay for Modulators of Lamin A Splicing | Potency, µM (titrated, usually from 46.1 µM), for the others: at the highest dose ratio change, negative = inhibition, most hits filed as inhibitors | HeLa LMNA splicing GFP/RFP minigene ratio, 48 h | 200,000 tested, 0.01% active; active = well fitted inhibition curve with a large enough effect in the signal ratio, with a control signal flat, not every such curve was filed as active; inconclusive = small, poorly fitted or top-dose-only effect, or effect the other way, or a change in a side signal; the % refers to the signal ratio; also: potency is read from the fitted curve at half-maximal effect; % is scaled to controls: 0 for no effect and ±100 for the full control effect
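S3 HeLa stable clones carrying a lamin A-EGFP splicing minigene plus DsRed2 were seeded at 600 cells/well in Opti-MEM with 2% FBS, pin-dosed and incubated 48 h at 37°C. Acumen cytometry (488 nm) gave the GFP/RFP total-intensity ratio.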
Epigenetic reg: Quantitative High-Throughput Screen for Regulators of Epigenetic Control; murine LDR cells, GFP reporter derepression, 30 h; Potency, µM (titrated, usually from 53.9 µM), for the others: at the top dose GFP activation, most hits filed as activators; 280,000 tested, 0.2% active; AID 1865, 2009; also: potency is read from the fitted curve at half-maximal effect; % of control where 0% means no effect; nearly all actives have a fitted effect of over 60% in size
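Reporter derepression read as number of fluorescent GFP-positive objects, 20-120 um in size, counted by laser-scanning cytometer. Mouse LDR line with an epigenetically silenced CMV-GFP locus; compound incubation 30 h, 37 C.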
Luc counter: Counterscreen for Luciferase (Kinase-Glo TM) Inhibition | Luciferin 4-monooxygenase (Photuris pensylvanica), Q27757 | Kinase-Glo luciferase, ATP luminescence, 8 min | Potency, µM (doses to about 38.3 µM), for inactives: top-dose activity change, negative = inhibition, actives largely listed as inhibitors | 200,000 tested, 0.28% active | AID 1379, 2008; also: potency is read from the fitted curve at half-maximal effect; % is scaled to controls: 0 for no effect and ±100 for the full control effect; nearly all actives have a fitted effect of over 60% in size
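Recombinant Kinase-Glo luciferase, 10 uM ATP (linear range), luciferin; imidazole pH 7.2 / KCl / MgCl2 / Tween / BSA buffer; 8 min RT; luminescence.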
GLA spleen mod: qHTS Assay for Inhibitors and Activators of Human alpha-Galactosidase From Spleen Homogenate. AID 2107, 2009. Alpha-galactosidase A (Homo sapiens), P06280. Potency, µM (series often up to 80 µM), inactives show at the top dose activity change, negative = inhibition, most hits filed as inhibitors. 240,000 tested, 0.008% active. human spleen homogenate, 4MU-alpha-Gal fluorescence, 40 min;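 also: potency is read from the fitted curve at half-maximal effect; 0% = enzyme with vehicle and -100% = no enzyme basal signal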
Target sequence (P06280 32-429 limits assumed): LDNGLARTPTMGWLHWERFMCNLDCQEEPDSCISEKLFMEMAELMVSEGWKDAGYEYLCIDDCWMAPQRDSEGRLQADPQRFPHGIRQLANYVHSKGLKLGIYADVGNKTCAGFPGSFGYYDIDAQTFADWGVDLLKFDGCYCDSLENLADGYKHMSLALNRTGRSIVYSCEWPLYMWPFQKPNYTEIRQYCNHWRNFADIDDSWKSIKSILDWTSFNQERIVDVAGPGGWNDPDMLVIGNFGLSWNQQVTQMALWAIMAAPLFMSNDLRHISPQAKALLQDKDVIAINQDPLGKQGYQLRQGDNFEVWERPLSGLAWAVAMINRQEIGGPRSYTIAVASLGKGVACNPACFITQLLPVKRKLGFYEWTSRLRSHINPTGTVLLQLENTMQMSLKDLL
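Spleen homogenate 1 ug + cpd (titration) + 4-MU-alpha-D-galactopyranoside 1 mM; 37C 40 min; 50 mM citrate/phosphate pH 5.0, 0.01% Tween-20; stop pH 10; fluorescence 365/440; AC50 via Hill.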
IMPase Li inh: qHTS Assay for Identifying the Cell-Membrane Permeable IMPase Inhibitors: Potentiation with Lithium; CHO-M1 cells, IP1 TR-FRET (IP-One), carbachol + lithium; Potency, µM (titrated, usually from 59.4 µM), for inactives: at the top dose activity, negative = IMPase inhibition, usual class: inhibitors; 210,000 tested, 0.35% active; AID 1457, 2008;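 also: IP1 builds up when IMPase is blocked and the TR-FRET signal falls; potency is read from the fitted curve at half-maximal effect; plate controls were basal vehicle for no effect and high inhibitor control for full effect; nearly all actives have a fitted effect of over 50% in size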
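CHO cells stably expressing M1 receptor (2000/well, cultured 16–30 h) treated 30 min at 37C with compound plus low lithium. Cytosolic IP1 by TR-FRET (665/620 ratio and 620 channel) after 10 min lysis; AC50 by Hill fit.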
CBFb-RUNX1 inh: qHTS Assay for Compounds Blocking the Interaction Between CBF-beta and RUNX1 for the Treatment of Acute Myeloid Leukemia | 230,000 tested, under 10 active | AlphaScreen CBFb-His/RUNX1-biotin binding, biochemical | Potency, µM (doses to about 59.8 µM), without a hit: top-dose activity, negative = inhibition, actives largely listed as inhibitors; also: % of control where 0% means no effect
Target sequence (Q01196 whole entry, looked up): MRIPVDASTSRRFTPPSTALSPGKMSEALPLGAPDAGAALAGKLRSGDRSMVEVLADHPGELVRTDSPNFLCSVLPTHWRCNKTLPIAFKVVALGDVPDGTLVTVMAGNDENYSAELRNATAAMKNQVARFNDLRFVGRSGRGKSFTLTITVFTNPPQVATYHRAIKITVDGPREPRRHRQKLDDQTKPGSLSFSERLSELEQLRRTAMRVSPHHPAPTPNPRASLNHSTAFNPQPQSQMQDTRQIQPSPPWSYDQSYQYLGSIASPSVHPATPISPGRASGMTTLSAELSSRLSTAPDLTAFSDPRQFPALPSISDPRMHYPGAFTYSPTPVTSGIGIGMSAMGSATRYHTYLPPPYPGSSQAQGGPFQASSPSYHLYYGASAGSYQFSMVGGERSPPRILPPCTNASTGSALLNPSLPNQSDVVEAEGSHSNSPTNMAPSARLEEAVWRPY
Target sequence (Q13951 whole entry, looked up): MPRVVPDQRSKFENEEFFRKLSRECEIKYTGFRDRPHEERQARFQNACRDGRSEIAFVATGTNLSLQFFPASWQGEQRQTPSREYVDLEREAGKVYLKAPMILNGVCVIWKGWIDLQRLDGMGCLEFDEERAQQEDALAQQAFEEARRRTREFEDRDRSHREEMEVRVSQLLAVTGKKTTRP
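Bead-based AlphaScreen assay; binding partners His-tagged CBF-beta and biotinylated RUNX1 at 30 nM each. Compound exposure 15 min after a 20-min protein preincubation; bead step 90 min; all steps at room temperature.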
NPSR antagonist: qHTS Assay for Antagonists of the Neuropeptide S Receptor: cAMP Signal Transduction | CHO-NPSR cells, cAMP TR-FRET, antagonist mode | Potency, µM (highest dose often 38.3 µM), for inactives: top-dose activity change, negative = inhibition, most hits filed as inhibitors | 220,000 tested, 1% active | AID 1461, 2008; also: potency is read from the fitted curve at half-maximal effect; % is scaled to controls: 0 for no effect and ±100 for the full control effect; nearly all actives have a fitted effect of over 50% in size; many of its hits are not listed in these tables
Active calls of the source: *; ? = inconclusive; . = not tested or not shown; & = joins results of further samples; [ ] = another dose, or the depositor's remark. Unless noted, calls follow the shape of the dose curve; as a rule, active = well fitted curve in the direction sought with a large enough effect; inconclusive = small, poorly fitted or top-dose-only effect, or another doubt; inactive = no such curve, though single readings can be large; an effect the other way counts as inactive or inconclusive. Only part of the results is shown; the hit share may differ from the screen's.

entry	compound	LMNA splice mod	Epigenetic reg	Luc counter	GLA spleen mod	IMPase Li inh	CBFb-RUNX1 inh	NPSR antagonist
1	CNC(=O)C1C2C=CC3(O2)C1C(=O)N(C1CC1)C3C(=O)NCc1ccc(OC)cc1 (stereo not given)	2.6%	-0.8%	-0.9%	-13.2%	15.0%[38.3 µM]	8.8%	2.0%[46.1 µM]
2	CC1CCCCN1S(=O)(=O)c1ccc(C(=O)Nc2nnc(-c3cccs3)o2)cc1 (stereo not given)	-12.6%	0.8%	-4.2%	1.4%	15.4%[38.3 µM]	?	-17.7%[46.1 µM]
3	Cc1ccc(CNC(=O)c2cc(-c3cc(C)cc(C)c3O)n[nH]2)cc1	.	2.5%	.	3.5%	.	2.7%	-8.1%
4	Cc1ccc(C)c(Sc2ccc(NC(=O)CCl)cc2)c1	?	-1.1%	2.4%	-0.7%	6.6%	-2.9%	-14.6%
5	CCN(CC)C(=O)CSc1nc(O)cc(=O)n1C	9.2%	1.2%	2.6%	-1.2%	15.8%[38.3 µM]	2.3%	-11.0%[46.1 µM]
6	N#Cc1c(NC(=O)C2CC(Cl)=CCC2C(=O)O)sc2c1CCCCC2 (stereo not given)	0.7%[46 µM]	-3.1%	2.6%	1.8%	2.0%	-6.3%	-16.9%
7	Cc1nc2ccccn2c1/C(O)=C1\C(=O)C(=O)N(CCN(C)C)C1c1ccco1 (stereo not given)	4.0%[46 µM]	-1.9%[10.1 µM]	-0.7%	1.0%	-3.6%	1.7%	6.5%
8	CN(C)c1nc(N2CCN(c3ccccc3)CC2)c(C#N)c(=O)o1	-10.5%	-0.9%	12.2%	5.6%	14.5%	2.7%	-13.5%[46.1 µM]
9	CC(C)OC(=O)c1nnc(-c2ccccc2)nc1OC(C)C	-2.0%	-0.4%	2.6%	0.5%	26.6%[38.3 µM]	10.9%	?
10	O=C(Nc1nc(-c2ccc(S(=O)(=O)N3CCOCC3)cc2)cs1)c1ccccc1	-1.4%	-0.2%	3.2%	-2.9%	12.1%[38.3 µM]	-7.2%	-20.5%[46.1 µM]
11	C=CCn1c(=NC(=O)c2ccco2)sc2cc(C(=O)OC)ccc21	-10.3%	0.0%	4.6%	-2.5%	-12.0%	-0.2%	-3.0%
12	CCN(CC)C(=O)CSc1nc2ccccc2c(=O)n1OC(C)C	-2.5%	0.9%	-1.3%	0.7%	22.7%[38.3 µM]	-4.0%	-6.9%[46.1 µM]
13	Cc1cc(C)n2nc(C(=O)Nc3nccs3)nc2n1	1.6%	0.0%	-5.2%	-3.0%	6.9%[38.3 µM]	2.3%	1.9%[46.1 µM]
14	O=C(CSc1ncccn1)NCc1cccs1	1.2%[46 µM]	-0.8%	0.9%	3.3%	6.9%	-7.5%	13.5%
15	O=C(Nc1cccc(F)c1)c1ccc(Cn2cc([N+](=O)[O-])cn2)o1	.	1.3%	4.1%	-14.4%	-11.1%	6.8%	-0.9%

An excerpt from above, limited to Epigenetic reg, LMNA splice mod and NPSR antagonist.
no.	canonical_smiles	Epigenetic reg	LMNA splice mod	NPSR antagonist
14	O=C(CSc1ncccn1)NCc1cccs1	-0.8%	1.2%[46 µM]	13.5%
2	CC1CCCCN1S(=O)(=O)c1ccc(C(=O)Nc2nnc(-c3cccs3)o2)cc1 (stereo not given)	0.8%	-12.6%	-17.7%[46.1 µM]

The list goes on:
entry	compound	LMNA splice mod	Epigenetic reg	Luc counter	GLA spleen mod	IMPase Li inh	CBFb-RUNX1 inh	NPSR antagonist
16	CCOC(=O)CC/C(C)=N\N=C1\SC(CC(=O)O)C(=O)N1c1ccccc1 (stereo not given)	.	-1.8%	.	10.5%	.	-8.1%	-2.1%
17	Cc1c(NC(=O)CN2C(=O)NC3(CCCCC3)C2=O)c(=O)n(-c2ccccc2)n1C	.	2.2%	0.5%	-3.5%	-6.0%	0.9%	4.4%
18	C=C(C)CN1C(=O)C(O)(CC(=O)c2ccc3c(c2)OCCO3)c2ccccc21 (stereo not given)	3.2%	5.4%	2.8%	6.5%	3.7%[38.3 µM]	4.4%	-2.2%[46.1 µM]
19	O=C(CCc1ccccc1)NCc1ccccn1	2.1%	-0.8%	-4.7%	1.5%	-1.2%[38.3 µM]	-4.9%	-0.8%[46.1 µM]
20	O=C(NCc1ccccc1)c1ccc(S(=O)(=O)N2CCCc3ccccc32)cc1	6.5%	-1.1%	2.3%	4.2%	12.1%[38.3 µM]	6.4%	-24.4%[46.1 µM]
21	CCCCN(CCCC)Cc1ccc(C(=O)NNC(=O)Nc2ccc(F)cc2)o1	-2.7%[46 µM]	-3.1%	0.8%	-17.0%	0.2%	8.7%	13.0%
22	CCO/C(C)=N/n1c2nc3ccccc3nc2c2c(=O)n(Cc3ccccc3Cl)c(C)nc21	-3.9%	7.3%	11.2%	-3.6%	-0.8%[38.3 µM]	-1.9%	-23.1%[46.1 µM]
23	CCOC(=O)C1=C(CC)NC2=C(C(=O)CCC2)C1c1ccc(OC)c(OC)c1 (stereo not given)	-1.4%	4.3%	-4.6%	0.4%	7.6%[38.3 µM]	0.7%	-5.5%[46.1 µM]
24	COc1cc(/C=N/O)ccc1OCc1ccccc1Cl	.	1.1%	1.2%	-2.9%	0.6%	7.8%	-1.7%
25	COc1ccc(Cl)cc1NC(=O)C(C)OC(=O)c1ccc(NS(=O)(=O)c2ccc3[nH]c(=O)[nH]c3c2)cc1 (stereo not given)	-19.0%	0.9%	-0.6%	1.7%	7.8%	3.9%	-2.9%
26	O=[N+]([O-])c1ccc2nc(-c3ccc(Cl)cc3)n(OCc3ccccc3)c2c1	15.7%	-1.2%	-1.8%	-4.7%	8.6%[38.3 µM]	-0.6%	-12.8%[46.1 µM]
27	O=C(Cn1cnc2c(nnn2Cc2ccc(Cl)cc2)c1=O)NCc1ccco1	-4.0%	2.1%	-1.5%	15.4%	8.6%	7.8%	-9.5%
28	COc1ccccc1-c1nnc(SCC(=O)O)n1-c1ccc(C)cc1	.	-0.1%	-1.4%	-15.6%	0.8%	3.6%	8.3%
29	ONC(=Nc1ccc(Cl)cc1)c1ccccc1Cl	-2.4%	0.0%	-2.9%	4.6%	25.5%[38.3 µM]	16.1%	9.8%[46.1 µM]
30	COc1cc2c(cc1OC)C(C)N(C(=O)c1cc3c(=O)oc4ccc(C)cc4c3s1)CC2 (stereo not given)	2.6%	-4.4%	0.9%	6.4%	6.2%	3.0%[2.36 µM]	-16.7%
31	CCN1CCN(c2nc3ccccc3nc2C(C#N)C(=O)OC2CCCCC2)CC1 (stereo not given)	9.3%	0.0%	-4.0%	-14.0%	-3.3%[38.3 µM]	-18.0%	?
32	Brc1cccc(-c2nnc3sc(CNCc4ccco4)cn23)c1	4.2%	0.7%	-4.9%	4.1%	-4.5%[38.3 µM]	-1.6%	-8.4%[46.1 µM]
33	CCN(CC)S(=O)(=O)c1ccc(S(=O)(=O)N2CCCC2C(=O)O)cc1 (stereo not given)	-5.1%	-0.7%	-1.8%	0.6%	21.3%[38.3 µM]	2.8%	16.1%[46.1 µM]
34	COc1ccc(-c2cccc(C3CC=CC4C3C(=O)N(Cc3ccccc3)C4c3ccc4ccccc4c3)c2)cc1 (stereo not given)	.	0.9%	.	3.8%&0.0%	.	7.8%&4.9%	-29.3%
35	C=C1CCN(CC(=O)OC)S(=O)(=O)c2ccccc21	.	2.4%	.	0.9%&2.6%	.	-0.6%&6.5%	1.8%
36	Cc1nnc(SCc2ccc(CC(=O)O)cc2)o1	5.1%	-1.0%	11.3%	-0.1%	-13.1%[38.3 µM]	3.9%	-0.1%[46.1 µM]
37	CCOC(=O)CSc1nc2ccc(NC(C)=O)cc2s1	2.1%	-3.5%	.	11.9%	.	-1.2%	-11.5%[46.1 µM]
38	CCOc1ccc2c(c1)s/c(=N\S(=O)(=O)c1ccc(OC)cc1)n2C(F)F	?	-2.9%	-3.5%	3.4%	-9.8%[38.3 µM]	1.0%	?
39	O=C(Cn1cnc2ccccc21)Nc1ccc(F)c(F)c1	7.1%[46 µM]	2.4%	-1.9%	1.1%	-10.7%	0.6%	15.3%
40	CN(C)S(=O)(=O)c1cccc(NC(=S)N/N=C/C(=O)c2ccccc2)c1	?	0.0%	-0.9%	8.9%	16.0%	-3.9%	-29.4%
41	Cc1ccc(S(=O)(=O)Nc2c3ccccc3nc(=O)n2-c2ccccc2)cc1	3.7%	2.0%	-3.5%	1.6%	19.7%[38.3 µM]	-28.7%	13.1%[46.1 µM]
42	NS(=O)(=O)c1cccc(NC(=O)CSc2nc3ccccc3c(=O)n2CCCN2CCOCC2)c1	-0.8%	-1.8%	1.9%	1.4%	2.2%	9.4%	20.0%
43	N/C(=N\O)c1ccncc1	.	-1.6%	.	10.9%	.	0.3%	-9.6%
44	CC1C=CCC2C(=O)N(c3ccccc3OC(=O)c3ccco3)C(=O)C12 (stereo not given)	.	-1.4%	0.3%	0.7%	10.8%	-0.2%	-1.1%
45	COc1cccc(N(CC(=O)NCC2CCCO2)C(=O)CNS(=O)(=O)c2ccccc2)c1 (stereo not given)	.	-1.2%	1.2%	-0.4%	11.9%	-7.7%	1.1%
46	CSc1cc(-c2ccccc2)[nH]c(=O)c1C#N	12.5%[46 µM]	-1.8%	-0.4%	3.3%	?	-1.0%	-27.5%
47	CCOC(=O)c1sc(NC(=O)c2ccccc2OC)nc1C	-4.0%	-0.8%	10µM*	-9.6%	35.6%[activator][38.3 µM]	9.7%	8.7%[46.1 µM]
48	COC(=O)c1ccccc1NC(=O)CN1CCN(c2ccccn2)CC1	7.2%[46 µM]	1.1%	-3.3%	13.4%	-3.0%	0.9%	0.5%
49	CCCCNC(=S)N1CCN(CC)CC1	-7.3%[46 µM]	7.6%	-4.0%	4.9%	3.9%	-5.3%	7.2%
